Screens as filed in PubChem.
Furin inh = human furin inhibition. AID 463115. purified furin, fluorogenic substrate cleavage. actives 0.061% (n = 220,000). inhibition, % at 30 µM. P09958; in the data active = inhibition above about 25%; also: inactives centre near -15
hK5 inh = blocks human kallikrein 5 protease activity; inhibition, % at 5 µM; actives 0.59% (n = 210,000); Q9Y337; recombinant hK5, fluorogenic AMC substrate cleavage;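 active = inhibition of 40% or more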;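 also: 0% = enzyme controls without compound and 100% = no-enzyme blanks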
p97 ATPase inh = inhibitors of human p97 ATPase. P55072. recombinant p97 ATPase, Kinase-Glo ATP luminescence, 3 h. inhibition, % at 8 µM. actives 0.42% (n = 220,000); in the data active = inhibition above about 15%;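 also: 0% = DMSO vehicle and 100% = wells lacking enzyme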
Target sequence (P55072 whole entry, looked up): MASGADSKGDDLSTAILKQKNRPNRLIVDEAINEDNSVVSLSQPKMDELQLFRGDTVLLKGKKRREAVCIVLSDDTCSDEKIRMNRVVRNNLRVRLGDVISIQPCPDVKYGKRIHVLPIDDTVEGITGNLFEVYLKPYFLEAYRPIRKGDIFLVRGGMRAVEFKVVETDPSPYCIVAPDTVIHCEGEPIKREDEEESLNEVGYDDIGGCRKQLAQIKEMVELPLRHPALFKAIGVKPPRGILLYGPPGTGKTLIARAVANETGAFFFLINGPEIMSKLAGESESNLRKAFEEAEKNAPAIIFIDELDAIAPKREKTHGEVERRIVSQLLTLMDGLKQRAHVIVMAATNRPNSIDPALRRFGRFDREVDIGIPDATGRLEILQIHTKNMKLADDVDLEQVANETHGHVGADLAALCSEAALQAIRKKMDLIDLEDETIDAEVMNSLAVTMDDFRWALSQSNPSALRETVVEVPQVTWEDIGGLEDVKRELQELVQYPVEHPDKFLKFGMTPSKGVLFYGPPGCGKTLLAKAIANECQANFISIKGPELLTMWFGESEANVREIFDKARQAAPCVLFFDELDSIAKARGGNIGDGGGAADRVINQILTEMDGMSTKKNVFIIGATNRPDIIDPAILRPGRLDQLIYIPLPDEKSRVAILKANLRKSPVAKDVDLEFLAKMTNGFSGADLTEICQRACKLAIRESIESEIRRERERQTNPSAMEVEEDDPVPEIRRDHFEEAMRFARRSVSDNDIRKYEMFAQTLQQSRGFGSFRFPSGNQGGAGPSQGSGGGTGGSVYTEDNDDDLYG
PERK inhibitor = blocks human PERK kinase. Q9NZJ5. CHO PERK-DD fusion, SEAP luminescence translation reporter. inhibition, % at 5.6 µM. actives 0.17% (n = 220,000). AID 1416;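 active = inhibition above the mean inhibition of all tested compounds plus 3 SD, set separately per screening campaign, cut at about 2.9% in these data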;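 also: PERK kinase domain activated by AP20187 dimerizer at 100 nM; 0% = DMSO with dimerizer and 100% = rapamycin at 8.4 µM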
Thrombin inh = blocks human thrombin protease activity; P00734; inhibition, % at 5 µM; actives 0.26% (n = 220,000); alpha-thrombin, Boc-VPR-AMC fluorogenic substrate cleavage;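 active = inhibition at or above 40%; inactive = inhibition below 40%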;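 also: 0% = enzyme with no compound and 100% = wells without enzyme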
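System – human alpha-thrombin protein · Reagent – Boc-VPR-AMC substrate, 15 µM final · Compound – 5 µM single dose in 0.2% DMSO · Schedule – reaction at room temperature · Technique – AMC fluorescence at 355 nm excitation and 460 nm emission · Read-out basis – % inhibition relative to enzyme controls and enzyme-free blanks · Control set – no-compound enzyme wells and no-enzyme blanks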
Wee1 stabilizer = blocks degradation of human Wee1 kinase; HeLa Luc-Wee1K328M stability, luciferase luminescence; 100% = proteasome inhibitor MG132 effect; reporter increase, % at 5 µM; actives 1.2% (n = 220,000);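 active = activation above the mean of all tested compounds plus 3 SD, set per screening run, cut at about 8.8% in these data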;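 also: cells exposed to compound for 20 h before luminescence read; 0% = DMSO alone and 100% = MG132 at 30 µM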
FXIIa inh = inhibitors of human coagulation factor XIIa | inhibition, % at 5 µM | purified FXIIa, Boc-QGR-AMC fluorogenic substrate, 2 h | P00748 | actives 0.3% (n = 220,000); in the data active = inhibition above about 40%;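 also: 0% = enzyme with no compound and 100% = blank without enzyme; many of its hits are not listed in these tables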
FXIa inh 1536 = inhibitors of human coagulation factor XIa. P03951. purified FXIa, Boc-Glu-Ala-Arg-AMC fluorogenic substrate. inhibition, % at 5 µM. actives 0.14% (n = 220,000). AID 798;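 active = inhibition of at least 40%; inactive = inhibition below 40%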;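 also: fluorescence of freed AMC excited at 355 nm; 0% = enzyme without compound and 100% = no enzyme blank; many of its hits are not listed in these tables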
Cl transport mod = modulators of human KCC2 chloride dependent transport; AID 1456; KCC2 cells, thallium flux FluoZin-2 fluorescence; B-score of Tl+ flux slope (higher = more flux/activation; lower = inhibition) at 10 µM; actives 2.2% (n = 190,000);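 active = thallium flux slope and its plate-corrected score both differing from the plate sample mean at a set confidence after two filtering rounds, in either direction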;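 also: slope of fluorescence scaled to starting intensity during 10 to 20 s after thallium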
The depositor's hits bear a star; . = not tested or not shown; [ ] = dose if it differs, or a comment. This is a random part of the collection. Share with any hit: about 4.4%.

No.	Compound	Furin inh	hK5 inh	p97 ATPase inh	PERK inhibitor	Thrombin inh	Wee1 stabilizer	FXIIa inh	FXIa inh 1536	Cl transport mod
1	COC(=O)c1c[nH]c(=O)c2ccccc12	-19	5	-2	0.2	0	0	13	0	0.029
2	CC(C)CCN1CCN(CC(c2ccccc2)c2ccccc2)CC1CCO (centres undefined)	-17	2	-1	-0.6	-7	-1	10	-4	0.44
3	CN1CCN(NC(=O)c2cc(-c3ccccn3)nc3ccccc23)CC1	-3	-2	4	1.1	-1	1	2	-3	-0.35
4	CCC(CO)N=C1CC(C)(C)CC(=O)/C1=C(/O)CCCN1C(=O)c2ccccc2C1=O (centres undefined)	-20	2	2	1.0	-11	-2	6	-1	-0.16
5	O=C(Nc1ccccc1F)NC1CCN(Cc2nnnn2Cc2ccc(F)cc2)CC1	-25	-8	2	-1.0	-6	7	19	2	-0.83
6	CCC1Oc2ccccc2N(CC(=O)NCCCN2CCN(Cc3ccccc3)CC2)C1=O (centres undefined)	-28	-23	5	-0.2	-8	1	3	-9	-0.17
7	Cc1ccc(OCC(=O)NCc2ccco2)cc1C	-8[20 µM]	-4	3	-0.7	-2	-1	6	-6	0.22
8	CC1CN/C(=C\C(=O)c2ccc(Cl)cc2)C(=O)N1 (centres undefined)	-15[20 µM]	-7	6	0.7	5	2	14	5	0.014
9	O=C(c1ccccc1)N1CCN(C(=O)C23CC4CC(CC(C4)C2)C3)CC1	-11	22	2	-0.3	9	-2	10	11	.
10	CCOC(=O)c1c(-c2cccc([N+](=O)[O-])c2)csc1NC(=O)C1CCCCC1	-16[20 µM]	-3	-4	-0.5	0	-3	17	7	0.58
11	CCCN(C(=O)c1cccs1)c1nnc(-c2ccncc2)s1	-40	13	3	0.5	0	3	15	2	-1.9
12	CCOC(=O)/C(C#N)=C/Nc1ccccc1OC(F)(F)F	0	4	7	1.6	1	3	4	9	-1.2
13	O=C(Nc1cccc(Cl)c1)OCCN1CCN(Cc2ccccc2)CCC1=O	-9	-6	-4	-0.2	5	-2	13	9	-1.6
14	CCOC(=O)N1CCN(C(=O)Cc2ccc(C)cc2)CC1	-20[20 µM]	4	1	0.5	1	0	21	8	0.31
15	Cc1c(NS(=O)(=O)c2ccc3[nH]c(=O)[nH]c3c2)c(=O)n(-c2ccccc2)n1C	-22[20 µM]	-10	5	0.1	1	2	8	4	-0.27
16	CCCCOC(=O)CSc1nc(N)c(C#N)c(-c2ccc(OCC)cc2)c1C#N	-19	-23	-7	-0.1	-5	-1	0	1	-0.46
17	CCOc1ccc2nc(NCCNC(=O)C(C)C)c(C)cc2c1	-63	-44	4	0.2	-2	-2	6	0	0.46
18	O=C(Nc1ccncc1)c1cc(F)cc(F)c1	-17[20 µM]	-6	6	1.4	-3	-1	12	-6	1.4
19	CC(=O)Nc1ccc(S(=O)(=O)NCCSCc2ccc(Cl)cc2Cl)cc1	-16	0	1	0.2	-3	2	-9	-16	-1.9
20	Cc1ccc(NC(=O)c2cn(-c3cccc(C)n3)cn2)cc1	-3	14	3	0.8	1	-1	14	0	-0.52
21	O=C1CC(c2ccccc2)=Nc2ccc(Br)cc2N1	-32	0	-1	-0.1	-6	-1	5	-3	0.058
22	CCOC(=O)C1(Cc2cccc(OC)c2)CCN(C(C)CC(C)(C)O)CC1 (centres undefined)	-26	3	3	0.3	5	-1	14	1	0.3
23	Cc1ccc(C)c(OCC(O)CN2CCCCC2C)c1 (centres undefined)	-16	-12	-6	-0.5	-2	-3	1	-7	0.28
24	COc1ccccc1N1CCN(C(c2ccccn2)c2nnnn2C2CCCCC2)CC1 (centres undefined)	-16[20 µM]	6	3	-1.3	-2	-2	5	-18	0.0065
25	Cc1ccccc1-n1nc(C)c2cc(C(=O)NCc3cccnc3)sc21	-23	1	-6	-1.4	1	-2	13	-3	.
26	CCOC(=O)Cc1nnc(NC(=O)C2CCCCC2)s1	-15	-13	-1	0.1	-7	-2	1	-5	-0.53
27	Cc1ccc(-c2nn(CC(=O)NN3CCOCC3)c(=O)c3ccccc23)cc1	-7	-1	-5	0.4	2	-2	8	-1	0.76
28	Cc1c(C(=O)Oc2cc(N)n(S(C)(=O)=O)n2)cccc1[N+](=O)[O-]	-27	11	2	0.9	6	-1	14	9	-0.0033
29	Cc1ccc(-c2nnc(SCCC(=O)N3CCOCC3)o2)cc1	-7	-3	0	1.0	.	3	9	4	1.3
30	O=C(Cn1ncc2c(=O)oc3ccccc3c21)NCC1COc2ccccc2O1 (centres undefined)	-10	-2	1	-0.1	1	0	10	3	-0.26
31	Cc1cccc(N/C=C(\[N+](=O)[O-])S(=O)(=O)c2ccccc2)c1	-12	16	0	0.5	-5	-4	12	1	.
32	CCOc1ccccc1NC(=O)Nc1cccc(NC(C)=O)c1	-19	2	9	0.5	-5	2	6	2	0.0085

Pulled by compound from the entries so far:
No.	Compound	Furin inh	hK5 inh	p97 ATPase inh	PERK inhibitor	Thrombin inh	Wee1 stabilizer	FXIIa inh	FXIa inh 1536	Cl transport mod
8	CC1CN/C(=C\C(=O)c2ccc(Cl)cc2)C(=O)N1 (centres undefined)	-15[20 µM]	-7	6	0.7	5	2	14	5	0.014
32	CCOc1ccccc1NC(=O)Nc1cccc(NC(C)=O)c1	-19	2	9	0.5	-5	2	6	2	0.0085
23	Cc1ccc(C)c(OCC(O)CN2CCCCC2C)c1 (centres undefined)	-16	-12	-6	-0.5	-2	-3	1	-7	0.28
21	O=C1CC(c2ccccc2)=Nc2ccc(Br)cc2N1	-32	0	-1	-0.1	-6	-1	5	-3	0.058
25	Cc1ccccc1-n1nc(C)c2cc(C(=O)NCc3cccnc3)sc21	-23	1	-6	-1.4	1	-2	13	-3	.
24	COc1ccccc1N1CCN(C(c2ccccn2)c2nnnn2C2CCCCC2)CC1 (centres undefined)	-16[20 µM]	6	3	-1.3	-2	-2	5	-18	0.0065

Going on with the list:
No.	Compound	Furin inh	hK5 inh	p97 ATPase inh	PERK inhibitor	Thrombin inh	Wee1 stabilizer	FXIIa inh	FXIa inh 1536	Cl transport mod
33	CC1CCCN(c2nc3ccccc3nc2C(C#N)C(=O)OC2CCCCC2)C1 (centres undefined)	-2	1	5	1.9	11	-2	12	4	-0.0014
34	N/C(=N\OCC(=O)Nc1ccccc1)c1nonc1N	-21	-28	7	0.1	-13	1	22	24	-0.3
35	COC(=O)CCCC1=CC2=C(c3ccccc3)C(=O)C(C)(OC(=O)C3CCCC3)C(=O)C2=CN1c1ccccc1 (centres undefined)	-17	-1	.	.	-3	.	3	-2	-0.16
36	COc1cc(/C=N/NC(=O)CSc2n[nH]c(=O)[nH]c2=O)cc(OC)c1O	-16	-17	0	-0.4	1	1	-5	-5	-0.041
37	O=C(CCS(=O)(=O)c1ccc(Cl)cc1)NCCN1C(=O)S/C(=C\c2ccccc2F)C1=O	-10	-9	2	0.1	-7	-2	11	3	-0.88
38	CCNS(=O)(=O)c1cc(OC)ccc1OC	-11[20 µM]	-21	-4	-0.8	1	-2	29	17	.
39	CCCC(c1nnnn1C1CCCCC1)N1CCN(C2CCCC2)CC1 (centres undefined)	-18	3	-4	-0.7	1	0	16	15	-0.036
40	Nc1cc(N)nc(SCC(=O)N2CCN(C(=O)c3ccco3)CC2)n1	-8[20 µM]	-14	-1	1.0	0	0	11	-5	0.45
41	O=C(NCC1CCCO1)Nc1ccccc1 (centres undefined)	-21[20 µM]	-16	-1	1.0	-8	-1	4	-12	.
42	CCCCN=C(C)C1=C(O)CSC1=O	-16	-25	7	-0.3	8	2	5	3	0.24
43	COC(=O)c1sccc1Oc1ccc(F)cc1[N+](=O)[O-]	-21[20 µM]	-11	-3	-0.2	-1	-2	5	-4	0.36
44	C(#CC1CCCCC1)c1ccc2c(c1)COc1c3ccccc3nn1-2	-29	2	.	.	-3	.	5	0	0.74
45	O=C1CC(c2ccccc2)n2nc(N3C(=O)c4ccccc4C3=O)nc2N1 (centres undefined)	-29	1	0	0.9	4	-3	6	2	.
46	Cc1nc(CNC(=O)CC2C(=O)NCCN2Cc2ccoc2)nc2c1CCCC2 (centres undefined)	-19	1	3	0.3	-3	-1	10	3	1.1
47	NC(=O)NCCC1=CCCCC1	-7[20 µM]	-19	-2	0.3	-1	-1	9	3	-0.47
48	Fc1cccc(Cl)c1CSc1nnnn1-c1ccc2c(c1)OCO2	-14	-5	-5	0.7	-2	-1	11	-2	1.8
49	CCn1c(/C=C/N(C(C)=O)c2ccccc2)[n+](CCCS(=O)(=O)[O-])c2cc(Cl)c(Cl)cc21	-6	5	18*	0.5	8	3	10	4	.
50	COc1ccc(CC(=O)Nc2cccc(-c3nnc(-c4ccco4)o3)c2)cc1	-32	9	2	-0.5	-2	-1	26	17	-0.28
51	CC(C)N1CCC(=NNC(=O)c2ccc(Br)o2)CC1	-3[20 µM]	-2	0	0.1	-3	0	7	4	-0.41
52	COc1ccc(S(=O)(=O)Nc2cc(C(=O)NCCCOC(C)C)ccc2N2CCOCC2)cc1	-27	-1	3	-0.2	-1	3	12	-1	-0.63
53	CC1CN(c2nc3ccccc3nc2C(C#N)C(=O)NCc2ccc3c(c2)OCO3)CC(C)O1 (centres undefined)	-17[20 µM]	-9	-5	-0.4	-2	-2	2	-1	-1.4
54	COC(=O)c1c(C)nn(-c2ccccc2)c1N	0	-5	6	0.6	-4	-1	5	5	-0.63
55	Cc1cc(C(=O)O)ccc1-n1c(C)cc(/C=C(/C#N)C(=O)Nc2ccccc2)c1C	-13	.	5	0.9	-2	2	12	4	-1.7
56	O=C(Nc1ccc([N+](=O)[O-])cc1Br)c1cccnc1	7	-8	4	-0.6	-5	7	8	5	-0.13
57	CC1=C(C(=O)OC(C)C)C(c2ccc(F)cc2)NC(=O)N1 (centres undefined)	5[20 µM]	-2	3	0.6	0	2	17	0	-0.46
